Source: PubChem (National Center for Advancing Translational Sciences (NCATS))
N370S GC mod = inhibits or activates N370S mutant glucocerebrosidase; P04062; AID 2101; 330,000 tested, 0.092% active; Potency, µM (highest dose often 59.4 µM), for the others: top-dose activity change, negative = inhibition, hits mostly inhibitors; N370S GC spleen homogenate, 4MU-glucoside fluorescence;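 note: 0% = full enzyme activity and -100% = no enzyme basal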
KAT2A inh = inhibitors of human GCN5L2 histone acetyltransferase | Q92830 | GCN5L2 HAT assay, ThioGlo1 CoA-SH fluorescence | Potency, µM (top dose mostly 58.9 µM), for inactives: at the highest dose activity change, negative = inhibition, usual class: inhibitors | 390,000 tested, 0.21% active | AID 504327
Target sequence (Q92830 whole entry, looked up): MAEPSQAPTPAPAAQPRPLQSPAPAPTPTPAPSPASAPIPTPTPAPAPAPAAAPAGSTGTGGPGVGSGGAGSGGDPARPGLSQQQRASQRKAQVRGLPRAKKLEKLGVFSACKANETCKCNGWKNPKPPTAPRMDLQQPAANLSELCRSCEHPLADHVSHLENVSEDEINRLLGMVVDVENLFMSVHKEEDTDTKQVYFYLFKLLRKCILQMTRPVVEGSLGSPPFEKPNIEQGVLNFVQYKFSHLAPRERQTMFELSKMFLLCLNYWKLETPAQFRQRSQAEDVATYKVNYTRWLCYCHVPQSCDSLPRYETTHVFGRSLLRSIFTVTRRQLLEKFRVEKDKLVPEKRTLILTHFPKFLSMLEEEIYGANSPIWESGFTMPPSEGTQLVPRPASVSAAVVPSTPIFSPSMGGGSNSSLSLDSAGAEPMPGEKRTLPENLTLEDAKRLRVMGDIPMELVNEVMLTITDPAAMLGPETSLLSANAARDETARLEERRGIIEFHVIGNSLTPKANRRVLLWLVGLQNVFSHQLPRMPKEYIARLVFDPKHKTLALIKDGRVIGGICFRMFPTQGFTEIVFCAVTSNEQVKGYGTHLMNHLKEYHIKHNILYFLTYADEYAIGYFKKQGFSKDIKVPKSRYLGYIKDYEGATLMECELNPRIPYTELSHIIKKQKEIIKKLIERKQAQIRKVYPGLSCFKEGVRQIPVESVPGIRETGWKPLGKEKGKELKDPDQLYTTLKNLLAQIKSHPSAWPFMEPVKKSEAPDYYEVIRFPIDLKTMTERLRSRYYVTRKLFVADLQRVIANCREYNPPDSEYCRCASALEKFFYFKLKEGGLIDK
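qHTS, 1536-well. 20nM enzyme, pH 7.5 HEPES/EDTA/Tween-20 buffer; 15 min compound preinc., RT. Start: 75uM H3(1-25), 70uM AcCoA, 50uM ThioGlo1. Read Ex340/Em540 at t=0 (autofluorescence flag) and t=20 min.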
FEN1 inh = inhibitors of human flap endonuclease 1 | Recombinant FEN1 flap cleavage, fluorescence, 15 min | Potency, µM (highest dose often 114 µM), for the others: at the highest dose activity change, negative = inhibition, hits mostly inhibitors | 390,000 tested, 0.35% active | AID 588795; note: nearly all actives have a fitted effect of over 65% in size
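Compounds are tested as a concentration series against 10 nM FEN1; after a 15 min room-temperature preincubation, 50 nM substrate starts cleavage, with plate reads at 0 and 15 min. Normalized responses are fitted by a Hill equation.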
Numbers without * were called inactive; u = inconclusive; x = not tested or not shown; [ ] = another dose, or the depositor's remark. Calls come from the whole dose curve; as a rule, active = well fitted curve in the direction sought with a large enough effect; inconclusive = small, poorly fitted or top-dose-only effect, or another doubt; inactive = no such curve, though single readings can be large; an effect the other way counts as inactive or inconclusive. Unless noted, % is set by controls: 0 for no effect and ±100 for the full control effect; potency is the fitted concentration of half-maximal effect. Some of the compounds tested. The share of hits here may be higher or lower than overall.

The first 6 compounds, ahead of the listing:
SMILES | N370S GC mod | KAT2A inh | FEN1 inh
CCN(CC)c1ccc(/C=N/NC(=O)c2cccc(S(=O)(=O)N3CCOCC3)c2)cc1 | -9% | -19% | 0%
Cc1ccc(OCC(=O)N2N=C(c3cccnc3)CC2(O)C(F)(F)F)cc1C (stereo not drawn) | -2% | 35%[activator] | -7%
CCN(CC)S(=O)(=O)c1ccc2oc(SCc3ccc(F)cc3)nc2c1 | 7% | -10% | 5%
COc1ccc(NC(=O)N2CCC3(CC2)CCN(C(=O)c2cc(C(F)(F)F)cc(C(F)(F)F)c2)CC3)cc1 | -3% | 0% | x
Cc1oc(-c2ccccc2F)nc1CS(=O)(=O)CC(=O)NCc1ccco1 | 2% | -1% | 13%
Cc1cc(OCC(=O)Nc2cccc(S(=O)(=O)N3CCCCC3)c2)ccc1Cl | x | -17% | -5%

The whole of this part, from the first entry:
SMILES | N370S GC mod | KAT2A inh | FEN1 inh
CCN(CC)c1ccc(/C=N/NC(=O)c2cccc(S(=O)(=O)N3CCOCC3)c2)cc1 | -9% | -19% | 0%
Cc1ccc(OCC(=O)N2N=C(c3cccnc3)CC2(O)C(F)(F)F)cc1C (stereo not drawn) | -2% | 35%[activator] | -7%
CCN(CC)S(=O)(=O)c1ccc2oc(SCc3ccc(F)cc3)nc2c1 | 7% | -10% | 5%
COc1ccc(NC(=O)N2CCC3(CC2)CCN(C(=O)c2cc(C(F)(F)F)cc(C(F)(F)F)c2)CC3)cc1 | -3% | 0% | x
Cc1oc(-c2ccccc2F)nc1CS(=O)(=O)CC(=O)NCc1ccco1 | 2% | -1% | 13%
Cc1cc(OCC(=O)Nc2cccc(S(=O)(=O)N3CCCCC3)c2)ccc1Cl | x | -17% | -5%
O=C(O)c1ccccc1C(=O)Nc1ccc(Oc2ccc3ccccc3c2)cc1 | 8% | -18% | 0%
COc1ccc(NS(=O)(=O)c2ccc(N3CCCC3)c(NC(=S)Nc3cccc(S(=O)(=O)N(C)C)c3)c2)cc1 | -4% | -10% | x
Cc1ccccc1N1CC(c2nc3ccccc3n2Cc2ccc(Br)cc2)CC1=O (stereo not drawn) | x | -5% | -5%
Cc1ccc(OCC(=O)N2CCC(N3CC(C)CC(C)C3)CC2)cc1 (stereo not drawn) | -3% | -5% | 0%
Cc1ccsc1CN(Cc1ccco1)c1cnc(S(C)(=O)=O)nc1C(=O)Nc1ccc(Cl)cc1 | x | -13% | -3%
CCCCc1ccc(NC=C2C(=O)OC3(CCCCC3)OC2=O)cc1 | 10% | 1% | -5%
CCN(c1ccccc1)S(=O)(=O)c1cc(C(=O)OC(C)C(=O)Nc2ccc3c(c2)OCCO3)ccc1C (stereo not drawn) | -7% | -9% | 1%
O=C(Nc1ccccc1Br)c1cc(=O)c2ccccc2o1 | -3% | -6% | 1%
CCCCCCN1C=C/C(=C\C=C(C#N)C#N)c2ccccc21 | -9% | -9% | -14%
CN1CCc2c(sc3c2C(=O)NC(c2ccco2)N3)C1 (stereo not drawn) | 26% | -4% | -6%
COc1cccc(N=C(N)N)c1 | -3% | 1% | -14%
Cc1ccccc1OCC(=O)Nc1cc(-c2cccc(Br)c2)nn1-c1ccccc1 | x | 0% | 7%
S=c1[nH]nc(-c2ccc3ccccc3n2)n1-c1cc(Cl)cc(Cl)c1 | 7% | 25% | -18%
O=C(Nc1ccc(F)cc1)C1C(c2ccccc2)C1(Cl)Cl (stereo not drawn) | -5% | -8% | -18%
CCOC(=O)c1c(NC(=O)COc2ccc(OC)cc2)sc(C(=O)N(CC)CC)c1C | x | -7% | -20%
Cc1ccc(-c2n[nH]c(=O)c3ccccc23)cc1S(=O)(=O)NC(C)(C)C | 21% | 3% | -5%
CCc1ccc(NC(=O)Nc2nnc(N(C)C3CCCCC3)s2)cc1 | x | -1% | -7%
O=C(O)c1cc(NCc2ccc3c(c2)OCO3)ccc1N1CCOCC1 | -9% | -2% | -6%
NC(=O)C1CCN(c2nc3ccccc3nc2NS(=O)(=O)c2ccc(Br)cc2)CC1 | x | -5% | 2%

(further entries)
SMILES | N370S GC mod | KAT2A inh | FEN1 inh
COc1ccc(CCNC(=O)CSc2nc3cc(Cl)ccc3o2)cc1OC | -16% | -2% | 4%
Cc1c(C)n(Cc2ccc(F)cc2)c2ccc(C(=O)Nc3ccc(Cl)cc3)cc12 | x | -2% | -3%
Oc1ccc(Cl)cc1C=NCCc1ccccc1 | 1% | -3% | -1%
CSCCC(NC(=O)c1ccco1)C(=O)N(C)CC(=O)Nc1ccccc1Br (stereo not drawn) | 3% | 2% | 3%
C[C@H](CO)N1C[C@H](C)[C@@H](CN(C)S(=O)(=O)c2cccs2)Oc2ccc(NC(=O)CCC(F)(F)F)cc2C1=O | x | 0% | 1%
NC(=O)c1ccccc1OCC(=O)N1CCCc2ccccc21 | -3% | -1% | 11%
CC(C)CC(c1nnnn1C1CCCCC1)N1CCN(C(=O)c2ccco2)CC1 (stereo not drawn) | -27% | -7% | 1%
COc1ccc(Cl)cc1NC(=O)CCS(=O)(=O)c1ccc(C)cc1 | 2% | -1% | -4%
CC(Oc1ccc(Cl)cc1C(N)=O)C(=O)N1CCc2ccccc21 (stereo not drawn) | x | -2% | 5%
CN(C)C(=O)Nc1ccc(Oc2ccc(Cl)cc2)cc1 | 2% | -12% | x
Fc1ccccc1/C=N/n1c(C2CCCCC2)n[nH]c1=S | 4% | -1% | 12%
CC(=O)c1ccc(NC(=O)C2CC(c3ccc(F)cc3)=NO2)cc1 (stereo not drawn) | -1% | 36%[activator] | 2%
c1ccc2oc(-c3ccn[nH]3)cc2c1 | 9% | -12% | -2%
COc1cccc(CN2CCC(Oc3ccc(C(=O)NCc4ccccn4)cc3)CC2)c1O | 3% | 0% | 5%
CCOC(=O)CSc1nnc(CSc2nc3sc4c(c3c(=O)[nH]2)CCCC4)n1-c1ccccc1 | u | -11% | -5%
CC(C)c1ccc(OCC(=O)Nc2ccncc2)cc1 | -20% | 3% | -6%
O=C(COc1ccccc1)Nc1ccc(OCc2cc(=O)n3ccsc3n2)cc1 | x | -5% | 19%
Cc1noc(C)c1S(=O)(=O)N(C)C[C@H]1Oc2c(NC(=O)Nc3ccc(C(F)(F)F)cc3)cccc2C(=O)N([C@H](C)CO)C[C@@H]1C | x | -14% | -12%
CCCC/C=C/[C@H](c1ccccc1)[C@H](CO)Cc1ccccc1 | 1% | x | u
COc1ccc(Cn2c(C(=O)O)c(CNC3CCCC3)c3ccc(OC)cc32)cc1 | x | -3% | 14%
CSc1cccc(NC(=S)N2CCCN(Cc3cccc(Cl)c3)C2)c1 | -7% | -8% | -22%
COc1ccc(NC(=S)NCC(c2cccnc2)N2CCOCC2)cc1 (stereo not drawn) | 0% | -1% | 2%
Cn1c(Cc2ccc3c(c2)OCO3)nnc1SCC(=O)NC(C)(C)C | -6% | 2% | 0%
COc1ccc(CCNC(=O)C2CCN(Cc3nc(-c4cccc(Cl)c4)oc3C)CC2)cc1OC | -11% | -9% | -5%
O=C(CC(=O)N1CCN(c2ccccn2)CC1)Nc1ccc2nc3n(c(=O)c2c1)CCCCC3 | -1% | -9% | 2%

Entries of single compounds from above:
Listed for Cc1c(C)n(Cc2ccc(F)cc2)c2ccc(C(=O)Nc3ccc(Cl)cc3)cc12 = N370S GC mod: x; KAT2A inh: -2%; FEN1 inh: -3%
Listed for Cc1ccccc1OCC(=O)Nc1cc(-c2cccc(Br)c2)nn1-c1ccccc1 = N370S GC mod: x; KAT2A inh: 0%; FEN1 inh: 7%

As a short view, 2 of the compounds above:
SMILES | N370S GC mod | KAT2A inh | FEN1 inh
COc1ccc(CCNC(=O)C2CCN(Cc3nc(-c4cccc(Cl)c4)oc3C)CC2)cc1OC | -11% | -9% | -5%
O=C(CC(=O)N1CCN(c2ccccn2)CC1)Nc1ccc2nc3n(c(=O)c2c1)CCCCC3 | -1% | -9% | 2%

5 structures out of the list, ordered by length of the SMILES, rising:
SMILES | N370S GC mod | KAT2A inh | FEN1 inh
c1ccc2oc(-c3ccn[nH]3)cc2c1 | 9% | -12% | -2%
CC(C)c1ccc(OCC(=O)Nc2ccncc2)cc1 | -20% | 3% | -6%
CSc1cccc(NC(=S)N2CCCN(Cc3cccc(Cl)c3)C2)c1 | -7% | -8% | -22%
CC(=O)c1ccc(NC(=O)C2CC(c3ccc(F)cc3)=NO2)cc1 (stereo not drawn) | -1% | 36%[activator] | 2%
C[C@H](CO)N1C[C@H](C)[C@@H](CN(C)S(=O)(=O)c2cccs2)Oc2ccc(NC(=O)CCC(F)(F)F)cc2C1=O | x | 0% | 1%

Following part
SMILES | N370S GC mod | KAT2A inh | FEN1 inh
COc1ccc(N2CC(C(=O)Nc3nnc(SCc4cccnc4)s3)CC2=O)cc1 (stereo not drawn) | -4% | -17% | 0%
O=C(CCCn1c(=O)c2sccc2n(Cc2ccc(Cl)cc2)c1=O)NCc1ccc2c(c1)OCO2 | x | -4% | 14%
CCOc1ccc(C2CC(c3cccc(OC)c3)Nc3ncnn32)cc1 (stereo not drawn) | -6% | -6% | -6%
CC(=O)c1c(C)[nH]c(C(=O)OCC(=O)NNC(=O)c2ccc([N+](=O)[O-])cc2)c1C | x | 2% | -15%
O=C(O)C1C2C=CC3(O2)C1C(=O)N1c2ccccc2C2OCCC2C13 (stereo not drawn) | 1% | x | -2%
Cc1ccc(NC(=O)C2=C(C(=O)O)CCCC2)cc1F | 0% | -1% | -3%
COc1cc(OC)c(OC)cc1/C=N/NC(=O)c1ccc2nc[nH]c2c1 | -1% | -4% | -9%
NNC(=O)CC1NCCN(Cc2ccccc2)C1=O (stereo not drawn) | -12% | 2% | -2%
c1ccc(Nc2nc(NCc3ccco3)c3ccccc3n2)cc1 | u | -7% | -20%
CCCCc1cc(=O)oc2c(C)c(OCC(=O)N3CCCC3)ccc12 | -22% | -12% | -2%
CN1C(=O)C(CC(=O)Nc2ccc(Cl)cc2)N(Cc2ccco2)C1=S (stereo not drawn) | -5% | -7% | -3%
CCOc1ccc(Cc2nc(N)nc(N)n2)cc1 | 1% | 1% | -5%
CCOc1ccc(NC2=NCCC(=O)N2Cc2cccs2)cc1 | 1% | -7% | 17%
CC(=O)Nc1cccc(NC(=O)CSc2cn(CC(=O)N3CCCC3)c3ccccc23)c1 | x | -3% | 14%
COc1ccc(Oc2cn[nH]c2-c2ccc(O)cc2O)cc1 | -16% | -1% | -12%
COc1cccc(OC)c1C(=O)OCC(=O)Nc1cccnc1Cl | 7% | 1% | 1%
COc1ccc(Cl)cc1C(=O)OCC(=O)NCCNC(=O)COC(=O)c1cc(Cl)ccc1OC | -3% | 0% | 5%
COc1ccc(C(=O)ON=C2c3ccccc3-c3ccccc32)cc1OC | 16% | -5% | -2%
Cc1ccc(/C=C/C(=O)N2CCCC(C(N)=O)C2)o1 (stereo not drawn) | 24% | -9% | 7%
CC(C)NC(=O)N1CC2(CCN(C(=O)c3cccn3C)CC2)C1 | 6% | 4% | x
CCOc1ccc(/C=C2\SC(=O)N(c3ccc(O)cc3)C2=O)cc1OC | 0% | -6% | 11%
Cc1ccc(C(=O)Nc2ccccc2C(=O)NC(Cc2c[nH]c3ccccc23)C(=O)O)cc1 (stereo not drawn) | -15% | -1% | -13%
CCOC(=O)N/N=C\c1sccc1C | -4% | 0% | 6%
CCn1c(CC(=O)Nc2ccc(C)cc2)n[nH]c1=S | 8% | -13% | -6%
O=C(c1cc([N+](=O)[O-])cc([N+](=O)[O-])c1)N1CCOCC1 | 5% | 25% | -6%
COc1ccc(N2CCN(c3cc(C)nc4nncn34)CC2)cc1 | x | -2% | -5%
COc1ccc(NC(=O)Cn2nc(C)c3c(C)n(-c4ccccc4)nc3c2=O)cc1OC | x | -24% | u
C#CCN1C(=O)C(O)(CC(=O)/C=C/c2ccco2)c2ccccc21 (stereo not drawn) | -12% | 0% | 0%
Cc1ccc(CNC(=O)CN2C(=O)C3(SCC(=O)N3c3ccc(F)c(F)c3)c3ccccc32)cc1 (stereo not drawn) | x | 3% | -15%
OC1CCN(CC(O)C(F)(F)F)CC1 (stereo not drawn) | 0% | -16% | 17%
